Screening data from PubChem.
RGS4 inh = RGS4 inhibitors, primary screen, cell-based, HEK293 M3R inducible RGS4, calcium flux. Fluo-4 calcium flux; stronger effect = higher value; triggered by carbachol at its EC20. B-score at 10 µM. 310,000 tested, 0.45% active. AID 463165, 2010;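 active = B-score, a plate-corrected calcium signal, over three deviations above library mean, with baseline fluorescence within five deviations of library mean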;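 also: RGS4 expression induced by doxycycline in cells with stable M3 receptor; B-score is computed from the integrated fluorescence ratio over baseline after carbachol; higher B-score means a larger calcium signal and so more RGS4 inhibition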
MrgX1 allo act = positive allosteric modulators of MrgX1, primary screen, HEK293 cells, Fluo-4 calcium flux. Mas-related G-protein coupled receptor member X1 (Homo sapiens), Q96LB2. FDSS; stronger effect = higher value. B-score at 10 µM. 310,000 tested, 0.63% active. AID 588675, 2011;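 active = plate-corrected calcium response at least 3 library SD above typical, normal starting fluorescence, not activating the receptor alone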;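 also: compound read alongside a low EC10 to EC30 dose of BAM8-22 agonist; peak minus trough fluorescence over baseline measured at the second addition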
Target sequence (Q96LB2 whole entry, looked up): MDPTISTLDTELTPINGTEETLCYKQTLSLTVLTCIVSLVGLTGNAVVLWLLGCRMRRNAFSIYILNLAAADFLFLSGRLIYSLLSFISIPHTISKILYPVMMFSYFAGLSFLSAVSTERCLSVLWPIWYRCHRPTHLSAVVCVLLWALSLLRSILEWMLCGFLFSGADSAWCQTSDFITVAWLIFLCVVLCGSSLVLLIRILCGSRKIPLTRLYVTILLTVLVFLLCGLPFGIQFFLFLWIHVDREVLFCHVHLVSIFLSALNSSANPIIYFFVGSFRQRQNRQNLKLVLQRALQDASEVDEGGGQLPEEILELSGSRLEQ
RGS4 pot = RGS4 potentiators or activators, primary screen, cell-based, HEK293 M3R inducible RGS4, calcium flux | carbachol calcium flux Fluo4; stronger effect = lower value | 310,000 tested, 0.92% active | B-score at 10 µM | AID 463111, 2010;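 active = B-score of the integrated calcium signal more than 4 SD below the library mean, with starting fluorescence not abnormally high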;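 also: negative B-score means reduced calcium response which marks RGS4 activation or potentiation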
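Test system: HEK293 cells with stable M3R and inducible RGS4; also added: carbachol at ECmax as muscarinic agonist stimulus; schedule: dye loading 30 min 37 °C, buffer rest 30 min RT; technique: kinetic calcium fluorescence imaging with Fluo4-AM dye, 2 µM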
hERG rescue = hERG rescue from dofetilide block, primary screen, cell-based, CHO-hERG, FluxOR thallium flux, dofetilide IC70; 310,000 tested, 0.51% active; Voltage-gated inwardly rectifying potassium channel KCNH2 (Homo sapiens), Q12809; dofetilide IC70 present; AID 1511, 2009; activation (rescue from dofetilide block), less the hit threshold, % at 10 µM;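 active = activation above the mean of controls blocked by dofetilide plus 5 SD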;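 also: thallium influx through hERG after potassium depolarization seen as dye fluorescence rise; in these data hits start at about 4.7%; inactives centre near -7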
KCNQ1 act = potentiators or activators of KCNQ1 channel, primary screen, cell-based, thallium flux, high-throughput; B-score at 10 µM; Potassium voltage-gated channel subfamily KQT member 1 (Homo sapiens), P51787; AID 2648, 2010; 310,000 tested, 0.35% active; CHO-K1 KCNQ1, thallium flux FluxOR fluorescence; stronger effect = higher value;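 active = fluorescence ratio B-score, a plate-corrected score, at least three library SD, with initial intensity B-score within 5 SD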
Target sequence (P51787 whole entry, looked up): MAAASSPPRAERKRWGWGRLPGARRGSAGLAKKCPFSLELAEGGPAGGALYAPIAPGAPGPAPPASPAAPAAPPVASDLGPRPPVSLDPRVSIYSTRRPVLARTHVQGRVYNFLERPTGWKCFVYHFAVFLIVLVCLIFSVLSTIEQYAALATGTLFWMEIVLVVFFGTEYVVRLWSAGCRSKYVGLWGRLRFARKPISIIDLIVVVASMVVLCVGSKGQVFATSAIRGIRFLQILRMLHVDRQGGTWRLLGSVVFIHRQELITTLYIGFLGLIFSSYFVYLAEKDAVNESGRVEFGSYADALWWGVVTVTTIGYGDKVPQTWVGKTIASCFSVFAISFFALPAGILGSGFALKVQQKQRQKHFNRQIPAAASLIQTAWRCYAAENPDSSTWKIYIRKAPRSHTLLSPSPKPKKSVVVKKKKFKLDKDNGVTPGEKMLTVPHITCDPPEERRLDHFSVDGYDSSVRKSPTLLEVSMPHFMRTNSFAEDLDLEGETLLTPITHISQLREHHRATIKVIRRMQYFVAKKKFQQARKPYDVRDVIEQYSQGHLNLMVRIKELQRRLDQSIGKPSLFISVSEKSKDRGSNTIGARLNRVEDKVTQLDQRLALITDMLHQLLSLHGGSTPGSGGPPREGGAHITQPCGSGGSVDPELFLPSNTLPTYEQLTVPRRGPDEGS
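Assay system: stable KCNQ1 CHO-K1 line; medium: assay buffer, equal DMSO in all wells; timing: 90 min dye loading and 20 min compound exposure, both at room temperature; technique: kinetic FluxOR thallium fluorescence, 10-s 1-Hz baseline, 110-s post-stimulus read; read-out basis: B score of baseline-normalized fluorescence ratio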
ANO1 block = TMEM16A chloride channel inhibitors, primary screen, cell-based, HTS; Anoctamin-1 (Mus musculus), Q8BHY3; HEK293 TMEM16A/YFP iodide influx fluorescence, ionomycin; normalized B-score (activity score, 25-100; higher = stronger inhibition) at 10 µM; 310,000 tested, 1.2% active; AID 588511, 2011;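 active = ratio plate-corrected score three or more library SD toward inhibition, starting fluorescence score within five deviations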;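 also: score derived from kinetic fluorescence span divided by baseline fluorescence per well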
TMEM16A act = TMEM16A chloride channel activators or potentiators, primary screen, cell-based, HTS; Anoctamin-1 (Mus musculus), Q8BHY3; HEK293 TMEM16A/YFP-H148Q/I152L, iodide quench fluorescence; stronger effect = lower value; B-score at 10 µM; 340,000 tested, 0.3% active;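 active = fluorescence-ratio B-score plate-corrected deviation score at least 3 library SD below zero, with starting fluorescence score within 5 deviations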;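 also: channel opened by trigger with iodide after compound preincubation; score built on the fluorescence ratio of max minus min over baseline; more negative score means more quench and so TMEM16A activation or potentiation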
KCNQ1 block = inhibitors of human KCNQ1 channel, primary screen, cell-based, thallium flux, high-throughput; B-score at 10 µM; 310,000 tested, 1.3% active; CHO-K1 KCNQ1, FluxOR thallium flux fluorescence; stronger effect = higher value; Potassium voltage-gated channel subfamily KQT member 1 (Homo sapiens), P51787;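 active = compounds whose thallium flux B-score, printed positive for inhibition, exceeds three library SD while starting fluorescence stays within three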;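 also: channel opened by potassium depolarization with thallium stimulus after 20 min compound exposure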
KCNK3 inh = human KCNK3 channel inhibitors, primary screen, CHO cells, FluxOR thallium flux, B-score. Potassium channel subfamily K member 3 (Homo sapiens), O14649. FluxOR fluorescence; stronger effect = lower value. B-score at 10 µM. 340,000 tested, 0.84% active. AID 602410, 2012;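 active = B-score under library mean minus 4 SD, starting fluorescence ratio at most library mean plus 5 SD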;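 also: more negative B-score means stronger inhibition of thallium flux through KCNK3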
MrgX1 agonist = agonists of human MrgX1 receptor, primary screen, HEK293 cells, Fluo-4 calcium flux. Fluo-4 calcium fluorescence, agonist mode; stronger effect = higher value. B-score at 10 µM. 310,000 tested, 0.44% active;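 active = calcium response B-score plate-corrected fluorescence ratio at least 3 library SD, with starting fluorescence B-score inside 5 SD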
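Assay system: stable human MrgX1 HEK293 cell line. Quantity: 15,000 cells per well. Schedule: cells plated overnight, dye loaded 0.5 h 37 °C, 0.5 h room temperature. Detection: Fluo-4 NW calcium-flux fluorescence, kinetic read. Read-out basis: peak-minus-minimum fluorescence over baseline, converted to B scores. Control set: positive and negative control wells on each plate.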
KCNK9 inh = KCNK9 potassium channel inhibitors, primary screen, HEK293 cells, thallium flux | B-score at 10 µM | 310,000 tested, 1.2% active | AID 488922, 2010 | FluxOR thallium flux fluorescence; stronger effect = lower value;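 active = ratio B-score over 3 SD below the library mean, with starting fluorescence within 5 SD of its mean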;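 also: negative B-score means less thallium flux so channel inhibition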
* marks the source's active call; other numbers are inactive results; i = inactive; . = no result given.

SMILES	RGS4 inh	MrgX1 allo act	RGS4 pot	hERG rescue	KCNQ1 act	ANO1 block	TMEM16A act	KCNQ1 block	KCNK3 inh	MrgX1 agonist	KCNK9 inh
CN(/C=C/C(=C\C=[N+](C)c1ccccc1)OCCCS(=O)(=O)[O-])c1ccccc1	i	i	i	-19.1	i	i	i	6*	i	i	i
Cc1cccc(Nc2nc(-c3ccc(F)c(C)c3)cs2)n1	i	i	i	-2.5	i	i	i	i	i	i	i
CCOC(=O)C1=C(C)NC(C)=C(C(=O)OCC)C1C(=O)OCC(=O)NCCc1ccc(S(N)(=O)=O)cc1	i	i	i	-11.3	i	i	i	i	i	i	i
Cn1nc(C(F)(F)F)cc1C(=O)Nc1ccc(-c2ccno2)cc1	i	i	i	-8.3	i	i	i	i	i	i	i
COc1ccc(OCC(=O)NC(=S)Nc2ccc(N3CCOCC3)c(Cl)c2)cc1	i	i	i	-8.6	13*	i	i	i	i	i	i
COc1ccccc1NC(=S)Nc1ccccn1	i	i	i	0.1	i	i	i	i	i	i	i
CC(C)Sc1nc(N)c2c3c(sc2n1)CN(C)CC3	i	i	i	-9.8	i	i	i	i	i	i	i
CC1CSC(N(C(=O)c2ccc(S(C)(=O)=O)cc2)c2ccc(Cl)cc2)=N1 (centres undefined)	i	i	i	-7.0	i	i	i	i	i	i	i
O=C(c1ccccc1)C(C(=O)N1CCCCC1)n1ccccc1=O (centres undefined)	i	i	i	-1.7	i	i	i	i	i	i	i
CCCC(=O)N1CCN(c2ccc(NC(=O)c3ccc(N4CCCC4)c([N+](=O)[O-])c3)cc2Cl)CC1	i	i	i	-10.9	i	i	i	i	i	i	i
CC1CN(c2ccc(Cl)nn2)CC(C)O1 (centres undefined)	i	i	i	-14.9	i	i	i	i	i	i	i
O=C(Nc1cccc(-c2cn3cccnc3n2)c1)Nc1ccccc1F	i	i	i	-6.7	i	i	i	i	i	i	i
Cc1cn(C(=O)c2ccccc2)c(=S)n1-c1ccc(Cl)cc1	i	i	i	-7.9	i	i	i	i	i	i	i
COc1ccc(CCNC(=O)c2cc(C3CC3)on2)cc1OC	i	i	i	-14.4	i	i	i	i	i	i	i
Cc1ccc(C(C)C)c(OCCCCCN2CCOCC2)c1	i	i	i	-9.5	i	i	i	i	i	i	i
O=C(CCCN1C(=O)c2ccccc2C1=O)Nc1nncs1	i	i	i	-3.6	i	i	i	i	i	i	i
Cc1onc(-c2ccccc2)c1C(=O)N=C(N)c1ccc(Cl)cc1	i	i	i	-2.8	i	i	i	i	i	i	i
O=Cc1ccc(OCC(=O)N2CCOCC2)cc1	i	i	i	-2.4	i	i	i	i	i	i	i
CCOc1ccc(N(CC(=O)NC2CCCCC2)C(=O)CCC(=O)Nc2ccccn2)cc1	i	i	i	-1.2	i	i	i	i	i	i	i
CCCOc1ccc(N2C(=O)CC(N3CCC(c4nncn4CC)CC3)C2=O)cc1 (centres undefined)	i	i	i	0.6	i	i	i	i	i	i	i

Quoted from above, 3 compounds:
SMILES	RGS4 inh	MrgX1 allo act	RGS4 pot	hERG rescue	KCNQ1 act	ANO1 block	TMEM16A act	KCNQ1 block	KCNK3 inh	MrgX1 agonist	KCNK9 inh
CN(/C=C/C(=C\C=[N+](C)c1ccccc1)OCCCS(=O)(=O)[O-])c1ccccc1	i	i	i	-19.1	i	i	i	6*	i	i	i
Cc1cccc(Nc2nc(-c3ccc(F)c(C)c3)cs2)n1	i	i	i	-2.5	i	i	i	i	i	i	i
CCOC(=O)C1=C(C)NC(C)=C(C(=O)OCC)C1C(=O)OCC(=O)NCCc1ccc(S(N)(=O)=O)cc1	i	i	i	-11.3	i	i	i	i	i	i	i

(cont.)
SMILES	RGS4 inh	MrgX1 allo act	RGS4 pot	hERG rescue	KCNQ1 act	ANO1 block	TMEM16A act	KCNQ1 block	KCNK3 inh	MrgX1 agonist	KCNK9 inh
O=C1c2oc3ccccc3c(=O)c2C(c2cccs2)N1CCCN1CCOCC1 (centres undefined)	i	i	i	-6.0	i	i	i	i	i	i	i
Cc1ccc(C)c(NC(=O)CSc2n[nH]c(-c3ccccn3)n2)c1	i	i	i	-1.0	i	i	i	i	i	i	i
Cc1ccccc1NC(=O)CSc1nc2c(c(=O)n(C)c(=O)n2C)n1C	i	i	i	-1.8	i	i	i	i	i	i	i
COc1ccc2nc(NC(=O)CSc3nccc(C)n3)sc2c1	i	i	i	-10.8	i	i	i	i	i	i	i
CCn1cc(C(=O)NC2CCc3ccccc32)c(=O)c2ccc(C)nc21 (centres undefined)	i	.	i	-6.7	i	.	.	i	.	.	i
Oc1ccccc1C(Nc1nccs1)c1ccc2cccnc2c1O (centres undefined)	i	i	i	-7.5	i	i	i	i	i	i	i
O=C(Cn1nc(-c2ccccc2)c2ccccc2c1=O)NCC1CCCO1 (centres undefined)	i	i	i	-6.6	i	i	i	i	i	i	i
CCOC(=O)c1cc2sccc2n1CC(=O)N1CCc2ccccc21	i	i	i	-1.9	i	i	i	i	i	i	i
O=C(NCCC1=CCCCC1)c1cc(COc2c(F)cccc2F)on1	i	i	i	-3.5	i	i	i	i	i	i	i
Cn1cnnc1SCC(=O)Nc1ccccc1Oc1ccccc1	i	i	i	-2.2	i	i	i	i	i	i	i
Cc1cc(Nc2ccc(F)cc2Cl)n2ncnc2n1	i	i	i	-4.5	i	i	i	i	i	i	i
CCOC(=O)c1cnc(SCc2nc(N)nc(Nc3ccc(C)cc3)n2)nc1N	i	i	i	-10.0	i	i	i	i	i	i	i
CCOc1ccc(N2C(=O)CC(N3CCN(c4ccc(Cl)cc4)CC3)C2=O)cc1 (centres undefined)	i	i	i	-2.7	i	i	i	i	i	i	i
CCc1nnc(NC(=O)CSc2nnc(-c3ccoc3C)n2-c2ccccc2)s1	i	i	i	-4.1	i	i	i	i	i	i	i
Cc1[nH]ccc(=O)c1Oc1ncc(C(F)(F)F)cc1Cl	i	i	i	-8.8	i	i	i	i	i	i	i
CCOC(=O)N1CCN(C(=O)c2ccc3nc(SCc4ccc(F)cc4)n(C)c3c2)CC1	i	i	i	-6.8	i	i	i	i	i	i	i
Cc1c(C(=O)N(Cc2ccc(F)cc2)C2CCS(=O)(=O)C2)oc2ccccc12 (centres undefined)	i	i	i	-9.0	i	i	i	i	i	i	i
CC(=O)N1CCN(c2ccc(NCc3ccc(C)cc3)cc2)CC1	i	i	i	-13.3	i	i	.	i	i	i	i
CCOc1ccc(NC(=O)c2oc3ccccc3c2NC(=O)CC)cc1	i	i	i	-5.2	i	i	.	i	.	i	i
Nc1nnc(SCc2ccc3c(c2)OCO3)s1	i	i	i	-5.2	i	i	i	i	i	i	i
Cn1nc(C(=O)N2CCN(c3ccccn3)CC2)c2ccccc2c1=O	i	i	i	-10.8	i	i	i	i	i	i	i
COc1ccc(C(=O)Nc2cccc(-c3ccc4nncn4n3)c2)cc1OC	i	i	i	-6.4	i	i	-6.92*	i	i	i	i
Cc1ccc(C)c(Cn2cnc3c(cnn3C(C)(C)C)c2=O)c1	i	i	i	-9.1	i	i	i	i	i	i	i
Cc1cc(Br)ccc1OCCn1ccnc1	i	i	i	-7.3	i	i	i	i	i	i	i
O=C(CCN1C(=O)/C(=C/c2ccccc2Cl)SC1=S)NCCCN1CCOCC1	i	i	i	-14.5	i	i	i	i	i	i	i
Cc1cccc(OCc2ccc(C(=O)N3CCOCC3)o2)c1	i	i	i	-1.5	i	i	i	i	i	i	i
COc1cc(CCC(=O)NNC(=O)c2cccc(Cl)c2)cc(OC)c1OC	i	i	i	-1.6	i	i	i	i	i	i	i
Cc1ccc(O)c(C(=O)c2cnn(-c3ccc(S(=O)(=O)N4CCOCC4)cc3[N+](=O)[O-])c2)c1	i	i	i	-8.2	i	i	i	i	i	i	i
CCOC(=O)C1(Cc2ccc(OC)cc2)CCN(C(=O)c2sc(C)nc2C)CC1	i	i	i	-3.0	i	i	i	i	i	i	i
CC(C)OP(=O)(OC(C)C)C(Nc1ccccc1)c1cccc2c1OCO2 (centres undefined)	i	i	i	-15.3	i	i	i	i	i	i	i
CN(Cc1ccc(C(C)(C)C)cc1)C(=O)c1ccc2c(=O)n3c(nc2c1)CCC3	i	i	i	-15.9	i	i	i	i	i	i	i
C=CCN(C(=O)c1cccc(S(=O)(=O)N2CCN(C)CC2)c1)c1nc(-c2ccccc2)cs1	i	i	i	-11.5	i	100*	i	i	i	i	i
O=C(NCc1n[nH]c(=S)n1-c1ccccc1Cl)c1ccc(S(=O)(=O)N2CCCCC2)cc1	i	i	i	-5.3	i	i	i	i	i	i	i
Cc1cc(C(=O)COC(=O)c2cccs2)c(C)n1-c1c(C)n(C)n(-c2ccccc2)c1=O	i	i	i	-12.2	i	i	i	i	i	i	i
CCCc1cc(=O)n2[nH]c(SCc3ccccc3)nc2n1	i	i	i	-2.8	i	i	i	i	i	i	i
O=C(OCC(=O)N1CCCC1)c1ccc(O)cc1	i	i	i	-4.7	i	i	i	i	i	i	i
COc1cc(-c2cc(=O)c3c(O)c(OC)c(OC)c(O)c3o2)ccc1O	i	i	i	-20.6	i	i	i	i	i	i	i
O=C(COC(=O)c1cccc(S(=O)(=O)N2CCCCC2)c1)NC1CCCc2ccccc21 (centres undefined)	i	i	i	-11.2	i	i	i	i	i	i	i
O=C(CCN1CCN(C/C=C/c2ccccc2)CC1)Nc1cccc(F)c1	i	i	i	-16.5	i	i	i	i	i	i	i

Compounds as they come. About 6.3% of those tested had a hit in this group.
